Screens deposited in PubChem by Sanford-Burnham Center for Chemical Genomics.
NLRP3 yeast inh = blocks the NALP3 inflammasome reconstituted in yeast; actives 0.39% (n = 330,000); AID 2825; Yeast reconstituted NLRP3/ASC/caspase-1, beta-gal luminescence, 24 h; inhibition, % at 10 µM;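 active means inhibition of 50% or more; inactive means inhibition below 50%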;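 further: plate controls were induced DMSO wells for no effect and uninduced yeast grown without galactose for full effect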
SENP7 block = SENP7 protease inhibition; recombinant SENP7, Z-RLRGG-aminoluciferin luminescence, 40 min; Q9BQF6; actives 1.5% (n = 330,000); inhibition, % at 5 µM;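 active means inhibition above about 50% at the single test dose, limit read from the data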;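 further: plate controls were DMSO with enzyme for no effect and no enzyme buffer wells for full effect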
Target sequence (Q9BQF6 706-1050 limits assumed): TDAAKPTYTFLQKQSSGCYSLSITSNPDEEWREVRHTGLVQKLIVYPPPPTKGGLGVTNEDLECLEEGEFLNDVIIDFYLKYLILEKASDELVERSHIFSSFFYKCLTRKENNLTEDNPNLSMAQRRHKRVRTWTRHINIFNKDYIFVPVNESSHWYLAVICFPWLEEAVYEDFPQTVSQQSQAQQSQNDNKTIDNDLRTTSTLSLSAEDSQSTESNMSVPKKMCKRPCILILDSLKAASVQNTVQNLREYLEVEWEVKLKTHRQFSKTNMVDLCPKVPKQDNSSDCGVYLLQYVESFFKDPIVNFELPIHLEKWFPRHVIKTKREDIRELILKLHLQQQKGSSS
PfG6PD inh = PfG6PD (Plasmodium falciparum) enzyme inhibition; PfGluPho enzyme, NADPH resazurin-diaphorase fluorescence; inhibition, % at 20 µM; actives 0.78% (n = 350,000); AID 504690;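 active means inhibition reaching at least a set limit at 20 µM in the primary screen, cut at about 59% in these data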;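 further: 0% = DMSO wells with substrate and 100% = DMSO wells lacking glucose-6-phosphate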
SENP8 block-1 = blocks the human protease SENP8. inhibition, % at 10 µM. purified SENP8, Z-RLRGG-aminoluciferin cleavage, luminescence. AID 2540. Q96LD8. actives 1.2% (n = 330,000); in the data active means inhibition above about 50%
Target sequence (Q96LD8 whole entry, looked up): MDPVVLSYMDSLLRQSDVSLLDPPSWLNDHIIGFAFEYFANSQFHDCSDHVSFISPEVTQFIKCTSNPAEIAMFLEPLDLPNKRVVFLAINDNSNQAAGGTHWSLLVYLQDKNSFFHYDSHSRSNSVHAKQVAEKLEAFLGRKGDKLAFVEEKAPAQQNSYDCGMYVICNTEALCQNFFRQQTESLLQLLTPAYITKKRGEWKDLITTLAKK
SENP1 FRET inh = inhibitors of human SENP1 SUMO protease catalytic domain; recombinant SENP1 catalytic domain, CyPet-SUMO1-YPet FRET cleavage; actives 0.21% (n = 360,000); inhibition, % at 10 µM; Q9P0U3;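 active means inhibition at least 30% at 10 µM, raw YFP signal under a set limit, fluorescence ratio 0.5 to 1.5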;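 further: 0% = enzyme with DMSO and 100% = no enzyme wells; some results filed as inactive read as strong as hits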
Target sequence (Q9P0U3 419-644 limits assumed): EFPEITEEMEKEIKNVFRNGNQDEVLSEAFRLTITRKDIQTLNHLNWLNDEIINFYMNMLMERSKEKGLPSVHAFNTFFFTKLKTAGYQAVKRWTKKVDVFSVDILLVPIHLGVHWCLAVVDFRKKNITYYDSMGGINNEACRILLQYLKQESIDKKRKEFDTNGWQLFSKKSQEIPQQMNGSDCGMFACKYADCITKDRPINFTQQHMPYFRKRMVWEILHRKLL
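Material – human SENP1 catalytic domain · Input – SENP1 enzyme, 20 pM final · Compound dosing – single concentration of 10 µM compound, 0.5% DMSO final · Timing – enzyme reaction for 50 min at room temperature, dark · Measured by – FRET fluorescence in CFP and YFP emission channels · Control set – no-enzyme wells low, DMSO-plus-enzyme wells high control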
SENP6 inh = blocks the human protease SENP6; Q9GZR1; Recombinant SENP6 catalytic domain, aminoluciferin luminescence; inhibition, % at 10 µM; actives 1.8% (n = 330,000); AID 2599;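 active means inhibition above about 50% at the single tested dose, limit read from the data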;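 further: plate controls were DMSO wells with enzyme for no effect and DMSO wells lacking enzyme for full effect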
HKDC1 inhibitor = blocks human hexokinase HKDC1 activity; inhibition, % at 20 µM; recombinant HKDC1, G6PDH/diaphorase resazurin coupled fluorescence; actives 0.16% (n = 340,000);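 active means inhibition above about 35% when tested at 20 µM, limit read from the data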;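 further: plate controls were DMSO wells with enzyme for no effect and DMSO wells lacking enzyme for full effect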
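Test system: recombinant HKDC1 (HK5) hexokinase enzyme, produced in-house / Doses: 20 µM test compound, 1% DMSO / Timing: 90 min, room temperature / Detection: G6PDH/diaphorase-coupled fluorescence, 1 mM NADP, 100 µM resazurin, 525/613 nm / Control set: DMSO wells with and without enzyme mix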
Apaf-1 inh = human Apaf-1 inhibition. actives 0.71% (n = 330,000). reconstituted apoptosome caspase-3 activity, DEVD-Rh110 fluorescence. inhibition, % at 20 µM. O14727; active means inhibition of at least 40% at 20 µM;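 further: plate controls were DMSO wells for no effect and DEVD-CHO caspase inhibitor wells for full effect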
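System: Apoptosome proteins | Medium: Hepes pH 7.5 with detergent and BSA | Also added: Cytochrome c trigger plus (Z-DEVD)2-Rh110 caspase-3 substrate | Incubation: 30 min compound preincubation, 50 min activation, room temperature | Detection: Rhodamine 110 fluorescence at Ex 480/Em 540 nm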
SENP8 block-2 = blocks human SENP8 cleavage of Nedd8 substrate | recombinant SENP8, Nedd8 substrate fluorescence | inhibition, % at 20 µM | actives 0.64% (n = 360,000) | AID 602440; in the data active means inhibition mostly above about 40%, no sharp cut-off; inactive means mostly below about 27%
Starred values were filed as active, the others as inactive; / = not tested or not shown. No enrichment for hits. Share with any hit: about 4.1%.

SMILES	NLRP3 yeast inh	SENP7 block	PfG6PD inh	SENP8 block-1	SENP1 FRET inh	SENP6 inh	HKDC1 inhibitor	Apaf-1 inh	SENP8 block-2
O=[N+]([O-])c1nn(-c2ccc3c(c2)OCCO3)n(O)c1=NC1CCCCC1	16	4	-7	3	4	28	2	6	26
CN(C(=O)Cn1nnc(-c2ccc(F)cc2)n1)C1CCS(=O)(=O)C1 (stereo not drawn)	5	2	-4	-3	-1	-11	-1	-5	3
CC(C)(C)NC(=O)CSc1nnc(Cc2ccccc2)n1CC1CCCO1 (stereo not drawn)	23	-5	-4	3	1	17	-9	-2	-3
O=C(NC(=O)c1ccccc1)Nc1ccc(-c2cnco2)cc1	25	39	0	-11	-4	-2	-5	-22	24
CCOC(=O)/C=C/C(=O)Nc1ccc(S(=O)(=O)Nc2nccs2)cc1	10	6	-13	1	-6	15	-6	8	8
COc1ccccc1OCCNC(=O)c1cc(C2CC2)nc2c1cnn2C(C)C	11	7	3	-2	-1	-5	2	12	-216
COc1ccc(Cl)cc1NC(=O)C1CC(c2c(F)cccc2Cl)=NO1 (stereo not drawn)	20	0	7	2	3	6	-1	10	21
COc1cccc(C(=O)OCC(=O)NCc2ccc3c(c2)OCO3)c1OC	0	-4	-25	-7	-1	-2	-6	-2	6
CS(=O)(=O)N1N=C(c2ccco2)CC1c1ccc(Cl)cc1 (stereo not drawn)	-7	-4	-7	-13	-5	-26	-2	-1	-4
CSc1ccc(C(=O)NCC(c2ccco2)N(C)C)cc1[N+](=O)[O-] (stereo not drawn)	-5	-6	-9	-7	0	-17	0	12	5
COc1cc(C(=O)NCC(c2ccco2)N2CCc3ccccc3C2)cc(OC)c1OC (stereo not drawn)	13	-8	11	14	-5	-11	-5	9	16
C/C(=N\NC(=S)NCc1ccccc1)c1ccc2c(c1)OCCO2	6	0	8	8	3	23	-30	16	4
CCC(=O)NC(/C=C/c1ccccc1)c1cc([N+](=O)[O-])c2cccnc2c1O (stereo not drawn)	16	19	/	0	/	21	/	4	/
CCN(C(=O)CCS(=O)(=O)c1cccc2nonc12)c1ccc(F)cc1	12	-9	12	-2	2	-17	-4	6	4
CC1(C)CC2CC(C)(CN2C(=O)c2cc(-c3ccccc3)on2)C1 (stereo not drawn)	10	-2	16	3	-1	-2	1	24	-1
COc1ccc(-c2nn[nH]n2)cc1OC	9	-6	-5	1	2	-6	-8	-6	24
Cc1cc(NC(=O)CSCC(=O)Nc2cccc(S(=O)(=O)N3CCCCCC3)c2)no1	-3	0	6	1	0	-5	-1	9	6
CCC(C)NCC(O)(c1ccc(Cl)cc1)c1ccc(Cl)cc1 (stereo not drawn)	15	2	4	11	2	5	-10	4	9
O=C(NC1CC2CCCC(C1)N2C(=S)Nc1ccccc1)C1CC1 (stereo not drawn)	13	7	12	-4	7	-2	-3	0	7
C[C@H]1CCC[C@]2(O[C@@H](CCO)C[C@H](O)[C@H]2O)O1	8	6	-3	-2	2	16	-6	-4	-9
CCOCCCNC(=O)C(NC(=O)CNC(=O)c1ccccc1)c1ccc(OC)cc1 (stereo not drawn)	1	0	-5	-2	0	-2	-1	-6	15
O=C(CCCCCn1c(=S)[nH]c2ccc(Br)cc2c1=O)NCC1CCCO1 (stereo not drawn)	15	-2	5	-7	1	2	2	-3	15
CCn1c(SCC(=O)Nc2cc(F)ccc2C)nnc1-c1ccccc1O	12	7	12	-12	2	6	-4	-5	21
Cc1ccc(NC(=O)Cn2nc(C)c3ccccc3c2=O)cc1F	11	10	3	1	3	8	3	2	0
COc1cc(NC(=O)Cc2cccc3ccccc23)c(C(=O)O)cc1OC	7	2	0	2	0	-3	-1	4	-5
Cc1cccc(C(=O)N2CCCC(N3CCN(c4ccc(F)cc4)CC3)C2)n1 (stereo not drawn)	11	4	-12	1	1	-3	3	-2	4
Cc1cc(C)c(S(=O)(=O)N2CCCCC2)cc1N(C)S(=O)(=O)c1ccc(Cl)cc1	-7	7	14	3	1	-1	1	5	27
Cc1cc(Sc2nccn2C)ncc1[N+](=O)[O-]	1	8	8	2	3	12	-6	-2	12
Cc1ccc(C(C)C)c(OCCCNCc2cccnc2)c1	23	-1	0	0	-1	-12	-2	3	16
COc1cc(C(=O)OCC(=O)c2cc(C)n(C)c2C)cc(NC(=O)c2ccco2)c1OC	20	-2	-5	-5	3	0	0	26	-77
COc1cccc(-c2sc3ccccc3c2-c2ccc(OCCN3CCCCC3)cc2)c1	41	10	13	-6	3	13	1	64*	-80
O=C(NCCCSc1ccccc1)c1ccc(=O)[nH]c1	7	11	-10	-3	1	3	-6	5	4
COc1cc(C(=O)Nc2ccc(NC(=O)c3ccco3)nc2)cc(OC)c1OC	4	5	4	6	-1	-14	-7	-1	-2
COc1cc(C)ccc1OCC(=O)NCC1CCCO1 (stereo not drawn)	12	3	1	5	-1	8	-4	6	19
C=CCn1cnc2c(NCc3ccccc3)ncnc21	3	13	-14	-10	2	-14	-6	-5	16
CCOC(=O)c1nn(-c2cccc(OC)c2)c(-c2ccccc2)c1C(=O)c1ccccc1	5	3	-16	5	-1	5	1	17	3
CCOC(=O)c1ccc([N+](=O)[O-])c(CS(=O)(=O)c2ccc(Cl)cc2)c1	22	2	0	4	-1	7	8	5	25
CC(=O)Nc1ccccc1OCC(=O)c1ccc2c(c1)OCO2	-3	1	14	-6	2	0	-7	-2	7
Cc1ccc2c(c1)C(N1CCCC1=O)CC(c1ccco1)N2 (stereo not drawn)	15	-8	-6	95*	-18	94*	-4	16	-473
CCNCc1cc(Cl)c(OCc2ccccc2)c(OCC)c1	25	0	-1	2	-1	-23	-6	-5	18
COCOc1cc(O)c(C(=O)/C=C/c2ccc(OCOC)c(OCOC)c2)c(OCOC)c1	5	7	16	-14	-4	-10	1	7	10
CCN1CCN(c2ccc(NC(=O)c3ccc(Cl)c(S(=O)(=O)N4CCCC4)c3)cc2)CC1	16	-10	16	-6	1	-14	2	9	22
O=C(CSc1nc(Nc2ccccc2)nc(N2CCOCC2)n1)Nc1cc(Cl)ccc1O	-5	-2	21	1	2	-7	-1	23	-4
Cc1ccc(-c2noc(CCC(=O)N3CCCc4ccccc43)n2)cc1	24	-14	15	-16	2	-11	-3	31	8
CCOc1cccc(NC(=O)CSc2nncn2N)c1	5	4	-13	-7	1	-7	10	-7	7
O=C(CC(O)(C(F)(F)F)C(F)(F)F)Nc1ccc(Cl)c(Cl)c1	79*	3	6	0	1	2	12	-2	11
COCCNc1nc(N2CCCCC2)c2cnn(C)c2n1	8	3	6	9	1	7	-3	-1	16
Cc1ncc(CO)c2c1Oc1nc(-c3ccccc3)nc(SCC(=O)N(C)c3ccccc3)c1C2	-4	-3	/	9	/	4	/	13	/
O=C1NC(Cc2ccccc2)c2nc3ccccc3c(=O)n2-c2cc(Cl)ccc21 (stereo not drawn)	-3	6	/	8	/	-16	/	5	/
CCN(CC)S(=O)(=O)c1ccc(C(=O)NNC(=O)C2CCN(S(=O)(=O)c3ccc(Cl)cc3)CC2)cc1	-10	-4	-10	-1	4	-23	10	5	7
CCCn1c(C)cc(C(=O)COc2ccc(C)nc2[N+](=O)[O-])c1C	13	2	15	-8	-1	3	-9	-8	14
CC(CC(=O)Nc1nc2ccccc2[nH]1)n1ccnc1 (stereo not drawn)	-15	6	-3	3	1	-10	-2	-1	3
CC1CC2(CCCC2)Nc2ccc(F)cc21 (stereo not drawn)	19	5	24	6	1	4	5	0	7
Cc1cc2c(cc1S(=O)(=O)CCC(=O)N1CC(C)CC(C)C1)OCC(=O)N2 (stereo not drawn)	-3	-10	-15	-4	1	-16	-5	16	0
COCC(C)N1CC(O)=C(c2nc(-c3ccc(Cl)cc3)cs2)C1=N (stereo not drawn)	13	-1	-5	-4	-1	-5	-9	9	-6
CC1(C)CC2CC(C)(CN2C(=O)COC(=O)CNC(=O)c2ccc(Cl)c(Cl)c2)C1 (stereo not drawn)	9	12	-16	6	1	2	14	11	20
CC(=O)NC(=O)c1nnn(Cc2ccccc2)c1NC(C)=O	-4	8	-2	-2	0	0	0	-3	30
COc1ccc(C(O)Cc2nc3ccccc3n2C)cc1OC (stereo not drawn)	-4	-4	-4	-5	0	-17	1	3	22
COc1cc2c(cc1OC)C(c1ccc(N(C)C)cc1)CC(=O)N2 (stereo not drawn)	9	-12	11	-7	2	2	3	15	-105
Cc1onc(-c2ccccc2)c1C(=O)Nc1nnc(-c2ccncc2)s1	25	-6	-12	-7	-6	-22	-5	11	-275

Compound profiles, from the list above:
CC(CC(=O)Nc1nc2ccccc2[nH]1)n1ccnc1 (stereo not drawn) is listed with NLRP3 yeast inh: -15; SENP7 block: 6; PfG6PD inh: -3; SENP8 block-1: 3; SENP1 FRET inh: 1; SENP6 inh: -10; HKDC1 inhibitor: -2; Apaf-1 inh: -1; SENP8 block-2: 3
CC1(C)CC2CC(C)(CN2C(=O)COC(=O)CNC(=O)c2ccc(Cl)c(Cl)c2)C1 (stereo not drawn) is listed with NLRP3 yeast inh: 9; SENP7 block: 12; PfG6PD inh: -16; SENP8 block-1: 6; SENP1 FRET inh: 1; SENP6 inh: 2; HKDC1 inhibitor: 14; Apaf-1 inh: 11; SENP8 block-2: 20

Additional entries:
SMILES	NLRP3 yeast inh	SENP7 block	PfG6PD inh	SENP8 block-1	SENP1 FRET inh	SENP6 inh	HKDC1 inhibitor	Apaf-1 inh	SENP8 block-2
CCOC(=O)c1c(NC(=O)C(NCCN(C)C)c2ccccc2)sc2c1CCCC2 (stereo not drawn)	14	4	12	4	1	-13	6	14	-70
COC(=O)c1sccc1NC(=O)CN(C)NS(=O)(=O)c1ccc([N+](=O)[O-])cc1	38	-3	22	3	0	13	4	7	15
COc1ccc(C(=NN)c2ccc(OC)cc2)cc1	13	-1	15	-7	3	-14	-1	-11	30
CCn1c(-c2cc(-c3ccccc3)sc2N)n[nH]c1=S	36	0	34	9	2	3	2	-10	-190
CCN(CC(=O)Nc1ccc2c(c1)OCCO2)C(=O)c1ccc(S(=O)(=O)N(C)C)cc1	17	-3	-12	-6	1	-11	3	1	13
CCOc1ccc(/C=N/Nc2ccccn2)cc1	8	95*	6	91*	-1	84*	9	2	10
COc1cccc(C(=O)Nc2ccc3c(c2)C(=O)c2ccccc2C3=O)c1	2	42	8	-2	4	3	-3	6	20
O=C(C1=C[C@@H](c2ccc(Br)cc2)C[C@@H](OCc2ccc(CO)cc2)O1)N1CCN(Cc2ccccc2)CC1	6	-13	17	-10	-5	-19	1	27	15

Some of the entries above in another layout.
| Structure | NLRP3 yeast inh | SENP7 block | PfG6PD inh | SENP8 block-1 | SENP1 FRET inh | SENP6 inh | HKDC1 inhibitor | Apaf-1 inh | SENP8 block-2 |
| --- | --- | --- | --- | --- | --- | --- | --- | --- | --- |
| COC(=O)c1sccc1NC(=O)CN(C)NS(=O)(=O)c1ccc([N+](=O)[O-])cc1 | 38 | -3 | 22 | 3 | 0 | 13 | 4 | 7 | 15 |
| CCOc1ccc(/C=N/Nc2ccccn2)cc1 | 8 | 95* | 6 | 91* | -1 | 84* | 9 | 2 | 10 |
| CCOC(=O)c1c(NC(=O)C(NCCN(C)C)c2ccccc2)sc2c1CCCC2 (stereo not drawn) | 14 | 4 | 12 | 4 | 1 | -13 | 6 | 14 | -70 |
